From PubChem
ATXN2 expr inh = reduces ATXN2 reporter expression in HEK-293 cells; HEK-293 ATXN2-luciferase reporter, luminescence, 24 h; Potency, µM (highest dose often 57 µM), inactives show at the highest dose activity change, negative = inhibition, actives largely listed as inhibitors; 360,000 compounds, 0.72% hits; AID 1745845; further: potency means the concentration at half of the fitted maximal effect; on the % scale 0 is the no-effect control and ±100 the full control effect; nearly all actives have a fitted effect of over 55% in size
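ATXN2-luciferase reporter cells (luciferase flanked by upstream and downstream ATXN2 gene portions) were treated 24 h at 37 °C with compounds at up to 57 uM. SteadyGlo luminescence gave expression; GF-AFC fluorescence gave viability.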
A549 viability = A549 cytotoxicity, counter-screen for Nrf2 inhibitors; A549 ARE-Fluc cells, CellTiter-Fluor viability, 18-24 h; Potency, µM (doses to about 46 µM), for inactives: top-dose activity change, negative = cytotoxicity, hits mostly inhibitors; 390,000 compounds, 0.16% hits; further: potency means the concentration at half of the fitted maximal effect; on the % scale 0 is the no-effect control and ±100 the full control effect
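Cytotoxicity counterscreen: CellTiter-Fluor fluorescence was measured in A549 ARE_Fluc cells after 18-24 h of compound exposure in a concentration series. The subsequent BugLite luminescent read reports ARE-luciferase activity.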
Nrf2 inh = inhibitors of Nrf2 signaling; A549 ARE-Fluc reporter, luciferase luminescence, 18-24 h; Potency, µM (top dose mostly 46 µM), for inactives: at the top dose activity change, negative = inhibition, usual class: inhibitors; 360,000 compounds, 2.1% hits; AID 504444; further: potency means the concentration at half of the fitted maximal effect; on the % scale 0 is the no-effect control and ±100 the full control effect; nearly all actives have a fitted effect of over 60% in size
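Concentration-response testing used A549 ARE_Fluc cells at 5000 cells/well. Following an 18-24 h compound incubation, viability was read by fluorescence (Ex 405/Em 525) and luciferase output by luminescence.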
Nrf2 activator = activators of Nrf2 (ARE) signaling; AID 624171; AREc32 ARE-luciferase reporter (MCF7-derived line), luminescence, 24 h; 410,000 compounds, 0.31% hits; Potency, µM (doses to about 46.1 µM), for the others: at the highest dose activation, most hits filed as activators; further: potency means the concentration at half of the fitted maximal effect; % of control where 0% means no effect; nearly all actives have a fitted effect of over 65% in size
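AREc32 cells carrying an ARE-driven firefly luciferase reporter were seeded at 1000 cells/well in OPTI-MEM with 5% FBS, then exposed to compound for 24 hr at 37 deg C. Luminescence was read with Steady-Glo after 30 min at RT.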
IL-1B inflam inh = inhibitors of inflammasome signaling (IL-1 beta secretion); THP-1 LPS/ATP IL-1B secretion, AlphaLISA, 16 h; stronger effect = lower value; activity change, % at 57.5 µM; 360,000 compounds, 4.7% hits; in the data active means activity change below about -50%; inconclusive means mostly about -30% to -49%; further: on the % scale 0 is the no-effect control and ±100 the full control effect
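Secreted IL-1B measured by AlphaLISA bead assay after 16 h compound exposure of THP-1 cells; compounds (final up to 57.5 uM) added 1 h before LPS (250 ng/mL) and ATP (1.25 mM) stimulation; lower signal means less secretion.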
S2 tox = viability counter-screen for ATXN expression inhibitors; S2 cells (HEK-293 line with an ATXN2-luciferase reporter) viability, CellTiter-Fluor protease fluorescence, 24 h; Potency, µM (top dose mostly 56.7 µM), most hits filed as cytotoxic; 400,000 compounds, 0.49% hits; further: potency means the concentration at half of the fitted maximal effect; nearly all actives have a fitted effect of over 40% in size
MCF10A rerep = inducers of DNA re-replication in MCF 10A breast cells; AID 624296; MCF 10A DNA re-replication, Hoechst nuclear intensity, 48 h; Potency, µM (top dose mostly 46.1 µM), for inactives: top-dose activity, positive = re-replication, most hits filed as activators; 350,000 compounds, 2.9% hits; further: potency means the concentration at half of the fitted maximal effect; % of control where 0% means no effect; nearly all actives have a fitted effect of over 50% in size
TGFb SMAD3 inh = inhibitors of TGF-b signaling; 410,000 compounds, 1.2% hits; AID 588855; Potency, µM (top dose mostly 46.1 µM), for inactives: top-dose activity, negative = inhibition, hits mostly inhibitors; HepG2 CAGA-GFP TGF-b/SMAD3 reporter, GFP fluorescence, 18 h; TGF-beta stimulated, 500 pg/mL final; further: potency means the concentration at half of the fitted maximal effect; on the % scale 0 is the no-effect control and ±100 the full control effect; nearly all actives have a fitted effect of over 65% in size
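Inhibition was scored as loss of TGF-beta-induced (500 pg/mL final, 18 hours, 37 degrees C) GFP in HEPG2 cells carrying a CAGA-GFP reporter, in DMEM with 1% FBS. Well GFP was summed per cell; Activity was normalised to unstimulated and stimulated DMSO wells, then concentration-response fitting.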
HepG2 viability = HepG2 cytotoxicity, counter-screen for TGF-b inhibitors. HepG2 CAGA-GFP viability, ATP luminescence, 18 h. Potency, µM (highest dose often 46.1 µM), for the others: at the highest dose activity change, negative = cytotoxicity, usual class: cytotoxic. 410,000 compounds, 0.76% hits. AID 588856; further: potency means the concentration at half of the fitted maximal effect; some results filed as inactive show a strong effect at the top dose
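HepG2 CAGA-GFP cells (1000/well, DMEM with 1% FBS) received compound, then TGF-beta at 500 pg/mL final, and were incubated 18 hours at 37 degrees C. Viability was read by CellTiter-Glo luminescence. Media-only wells were set as complete cell-killing and DMSO as no toxicity.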
An asterisk follows results filed as active; i = inactive; ? = inconclusive; . = no result given; & = joins results of further samples; [ ] = remark or other dose. Unless noted, the call rests on the fitted dose curve; in most records, active means well fitted curve in the direction sought with a large enough effect; inconclusive means small, poorly fitted or top-dose-only effect, or another doubt; inactive means no such curve, though single readings can be large; an effect the other way counts as inactive or inconclusive. The order is random; any-hit rate near 8.8%.

SMILES	ATXN2 expr inh	A549 viability	Nrf2 inh	Nrf2 activator	IL-1B inflam inh	S2 tox	MCF10A rerep	TGFb SMAD3 inh	HepG2 viability
Cn1c(SCC(=O)NC(C)(C)C)nnc1-c1cnccn1	-1.8%	-10.9%	-16.3%	0.3%	-10.4	i	1.3%	-7.2%	-2.9%
Cc1cc(N2CCN(C)CC2)nc2ccc(NC(=S)NCCN3CCc4ccccc4C3)cc12	.	-2.9%	-15.6%	9.5%	-1.4	.	?	?	-63.5%
COc1c(N2CCN(C(=S)NC3CC4CCC3C4)C(C)C2)c(F)cc2c(=O)c(C(=O)O)cn(C3CC3)c12 (stereo not given)	13.9%	7.2%	?	0.1%	-11.5	i	?	-1.9%	5.7%
Cc1ccc(NC(=S)N2CCN(S(C)(=O)=O)CC2)cc1Cl	-1.7%	-8.9%	-14.9%	-0.5%	i	i	-7.1%	-28.1%	11.8%
Cc1ccc(N(CC(=O)NC2CCCC2)C(=O)c2c(C)noc2C)cc1C	-0.1%	-7.3%	-9.4%	-0.1%	14.9	i	3.3%	15.0%	1.2%
O=C(N/C=C/c1ccco1)NCc1ccccc1	-9.9%[11.3 µM]	9.4%	0.7%	1.6%	-11.6	i	19.6%	19.1%	11.8%
Cc1nn(C(C)C)c(C)c1CN1CCC(C(=O)Nc2cccc(-c3cccc(F)c3)c2)CC1	-36.3%	?	4.0%	5.5%	-52.1*	i	?	?	11.2µM*
CCOC(=O)C1CCN(C(=O)c2ccc(CNS(=O)(=O)c3ccc(C)cc3)cc2)CC1	-5.3%	3.8%	-17.3%	-0.2%	-15.2	i	0.6%	-0.1%	-8.6%
Cc1cccc(N2CCN(Cc3nnc(-c4ccccc4C)o3)CC2C)c1 (stereo not given)	12.6%	1.8%	2.1%	0.0%	.	i	.	-7.4%	-15.8%
Cc1ccc(-n2ncc(C(=O)NCc3cccs3)c2C2CCN(C(=O)OC(C)(C)C)CC2)c(C)c1	?	-1.5%	?	-0.6%	.	i	.	?	-26.5%
CCCCn1cnc2c(oc3ccccc32)c1=O	.	-2.9%	11.0%	3.5%	-12.1	i	-2.8%	-1.1%	-3.7%
CCOC(=O)CC1CCCCN1C(=O)c1ccc2oc(CCc3ccccc3)nc2c1 (stereo not given)	-7.9%	5.9%	?	2.1%	21.6	i	?	-2.1%	-5.1%
Cc1ccc2nc(NCCc3ccccc3)c3nncn3c2c1	5.7%&10.3%	3.9%&0.6%	-2.5%&7.4%	0.1%&0.4%	-20.9	i	?	-12.2%&-7.0%	-7.9%&-1.7%
O=C(c1ccc(=O)[nH]n1)N1CCN(S(=O)(=O)c2cccc(F)c2)CC1	-2.2%	14.8%	9.9%	2.8%	8.2	i	0.6%	-2.7%	-1.5%
O=S(=O)(c1ccccc1)c1nc(-c2cccc(Cl)c2)oc1NCc1ccccc1	-6.8%	1.7%	12.4%	-0.4%	.	i	.	-3.5%	-3.0%
COc1ccc(Cl)cc1NC(=O)COc1cccc2c(=O)n(C)ccc12	-15.4%	0.3%	.	-0.2%	.	i	.	29.6%	6.9%
COC(=O)C(NC(=O)c1ccccc1)=C1C=C(C)OC(C)=C1	-1.4%	-3.0%	9.8%	-0.4%	-12.1	i	-5.9%	-8.2%	-23.2%
COc1ccc(-c2cc(C(=O)NC(C)C)no2)cc1	8.6%	2.7%[1.84 µM]	8.4%	-0.5%	-4.8	i	-1.6%	8.5%	-8.1%
CCc1ccccc1NC(=O)Nc1cccn(Cc2ccc(F)cc2)c1=O	.	-5.1%	?	9.6%	-10.6	i	-3.5%	-23.4%	-24.7%
O=c1[nH]c(=S)[nH]cc1Oc1ccc(Br)cc1Br	-5.9%	4.7%	-13.4%	0.1%	16.7	i	4.0%	-1.7%	-3.2%
CC(C)CN1CCN(Cc2cccc3ncccc23)CC1CCO (stereo not given)	8.6%	3.4%	0.5%	-0.3%	9.5	i	-1.6%	-6.1%	6.0%
COc1ccc(/C=N/NC(=O)c2ccc(COCC(F)(F)C(F)F)cc2)cc1	-9.2%	-13.3%	-18.5%	-0.2%	-11.8	i	-28.2%	3.0%	-0.1%
c1cnc2c(OCc3cn4cccnc4n3)cccc2c1	17.2%	4.0%	?	1.7%	-15.8	i	11.6µM*	-2.0%	-6.3%
O=C(c1ccco1)N(CCCN1CCOCC1)c1nc(-c2ccc(F)cc2)cs1	-11.1%	3.1%	-23.5%	0.1%	-87.6*	i	2.9%	?	-49.2%
CCOc1cc(CNCCc2c[nH]c3ccccc23)cc(Cl)c1OCC(N)=O	-28.4%	-5.6%	-6.1%	-0.4%	-27.5	i	5.9%	-14.6%	-35.3%
CC(=O)c1ccc(NC(=O)c2nc(-c3ccccc3)n(-c3ccc(C)cc3)n2)cc1	-2.1%	-2.1%	-22.2%	2.4%	.	i	.	15.7%	-11.3%
Cc1cc(NN)nc(NS(=O)(=O)c2ccccc2)n1	-13.7%	1.5%	11.5%	2.5%	-0.1	i	4.8%	3.1%	2.7%
CCOC(=O)c1cc(C#N)c(NCc2ccccc2)nc1C	-3.1%	1.3%	4.8%	0.4%	-3.8	i	-4.8%	0.4%	-15.1%
CCc1ccc(N(C)S(=O)(=O)c2ccc3[nH]cc(C(=O)NCCN4CCOCC4)c(=O)c3c2)cc1	0.3%	20.5%	-8.4%	0.3%	39.0	i	-3.5%	-7.3%	-22.7%
CCOc1ccc(OCc2ccc(C(=O)Nc3cccnc3)cc2)cc1	.	-0.2%	?	-1.2%	-18.1	?	1.3%	-16.2%	-9.0%
Fc1ccc(NC(=S)NNc2ncc(C(F)(F)F)cc2Cl)c(F)c1	14.1µM*	?	?	-0.6%	-9.9	i	7.0%	?	-131.3%
COc1ccccc1-n1cnc(N)c1C(=O)c1ccccc1	-22.2%	-14.7%	-2.9%	0.4%	-12.9	i	?	0.0%	11.2%
CN(Cc1ccc(N(C)C)cc1)C(=O)c1cc2ccccc2o1	24.8%	-9.5%	?	3.7%	-0.4	i	16.4%	6.0%	-2.0%
O=C(Nc1cccc([N+](=O)[O-])c1)NC1CCCCCCC1	28.7%	?	-76.0%	7.6%	-92.6*	i	?	0.0%	-33.5%
COc1cccc(CNC(=O)CCCNC(=O)c2ccc(Cl)cc2)c1	4.7%	2.4%	2.6%	-0.6%	10.5	i	12.5%	55.4%[activator]	-2.6%
O=C(CCCCCn1c(=S)[nH]c2ccccc2c1=O)N1CCOCC1	.	-6.8%	-7.9%	-0.1%	-16.7	.	0.2%	-3.5%	-3.2%
CCOc1cc(N2CCOCC2)c(OCC)cc1NC(=O)C(C)(C)C	-12.3%	-3.9%	0.2%	3.3%	9.2	i	-20.6%	20.7%	-1.1%
O=C(O)CSc1cc(C(=O)c2cc(F)ccc2O)cn2c(=O)c3c(-c4ccccc4)csc3nc12	.	-2.1%	10.3%	2.6%	11.1	i	13µM*	?	-19.9%
COc1ccc2cc3cc(C(=O)NCCCN4CCOCC4)oc3nc2c1	-2.8%	-0.3%	1.2%	0.5%	-8.8	i	-17.4%	-5.3%	25.6%
COc1ccc(CCNC(=O)CCC(=O)n2ncc3cc(C)ccc32)cc1OC	-7.7%	-1.6%	6.9%	-0.5%	8.9	i	-0.8%	7.0%	2.5%

A few values from above.
Under A549 viability, O=c1[nH]c(=S)[nH]cc1Oc1ccc(Br)cc1Br has the entry 4.7%
Under IL-1B inflam inh, CCOc1ccc(OCc2ccc(C(=O)Nc3cccnc3)cc2)cc1 has the entry -18.1

Carrying on:
SMILES	ATXN2 expr inh	A549 viability	Nrf2 inh	Nrf2 activator	IL-1B inflam inh	S2 tox	MCF10A rerep	TGFb SMAD3 inh	HepG2 viability
O=C(Nc1ccc2ccccc2c1)c1cnccn1	29.2%	-8.9%	.	-0.4%	-0.6	i	-5.8%	-7.9%	-0.1%
Cc1ccc(/C=C2/Sc3ccccc3N(CC(=O)NCC3CCCO3)C2=O)cc1 (stereo not given)	-19.6%	-6.9%	3.2%	0.1%	-29.8	?	?	-0.2%	-12.3%
NC(=O)c1nc(N2CCOCC2)nc(N2CCOCC2)n1	0.0%	-7.5%	-12.9%	-1.0%	-8.1	i	8.8%	-31.5%	-23.0%
N#Cc1c(-c2ccccc2)nc(SCC(=O)Nc2ccc(OC(F)(F)Cl)cc2)[nH]c1=O	15.1%	8.9%	-0.7%	-0.9%	-15.2	i	5.6%	-17.0%	0.5%
CCOCCCNC(=O)c1cc(Sc2nnc(C)s2)nc2ccccc12	11.7%	1.8%	-4.0%	2.8%	-0.9	i	-3.1%	-12.8%	1.1%
CC1(NC(=O)C2CCN(C(=O)Nc3ccccc3)CC2)CCS(=O)(=O)C1 (stereo not given)	1.9%	2.7%	5.0%	-0.4%	33.9	i	21.4%	0.6%	15.8%
Cc1cccc(Nc2cc(=O)n(C)c(=O)n2C)c1	.	.	.	-0.1%	6.6	?	.	-0.2%	12.0%
CCOc1ccc(S(=O)(=O)N2CCN(C(=O)c3cc([N+](=O)[O-])ccc3N3CCOCC3)CC2)cc1	3.5%	-14.9%	-10.3%	-0.8%	-1.5	i	-1.8%	2.8%	-3.0%
COc1ccccc1-n1c(SCC(=O)Nc2ccccc2C)nc(O)cc1=O	2.0%	4.1%	4.1%	-0.1%	0.0	i	-4.0%	35.6%[activator]	-2.0%
CC(C)(C)OC(=O)C[C@H]1C/C=C\C[C@H](CC(=O)N[C@H](CO)Cc2ccccc2)C(=O)N[C@H](C(C)(C)C)COC1=O	-14.0%	-0.6%	3.8%	2.6%	-5.5	i	?	-1.0%	-4.0%
C=CCn1c(O)c2ccc(C(=O)N=NC(=O)COc3ccc(OC)cc3)cc2c1O	9.3%	0.1%	18.9%	-0.9%	-8.2	i	-1.9%	-6.0%	-0.3%
